Nrf2 ARE act – qHTS of Nrf2 Activators; AREc32 ARE-luciferase reporter (MCF7-derived line), luminescence, 24 h; Potency, µM (series often up to 46.1 µM), without a hit: top-dose activation, most hits filed as activators; 410,000 tested, 0.31% active; AID 624171, 2012; note: potency is the fitted concentration of half-maximal effect; % of control where 0% means no effect; nearly all actives have a fitted effect of over 65% in size
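Luminescent ARE reporter assay in AREc32_Fluc cells: overnight plating at 37 deg C, 24 hr compound incubation, Steady-Glo added, 30 min RT before reading.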
CCT chaperon mod – High-Throughput Screening for Modulators of Cytosolic Chaperonin Activity; purified chaperonin ATPase assay, HTRF ADP detection, 30 min; activity change, % (concentration not given with the values), hits read low; 360,000 tested, 0.3% active; AID 651819, 2012; in the data active = activity change below about -30%; note: % is set by controls: 0 for no effect and ±100 for the full control effect
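ATPase activity: ADP formed was measured by HTRF Transcreener (665/615 nm ratio) after 30 min at 37 deg C with 10 uM ATP. Compounds screened at one 76 uM concentration against 40 or 20 nM TRiC in Tris pH 7.4/KCl/MgCl2/DTT buffer.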
TGFb inhibitor – qHTS for Inhibitors of TGF-b. 410,000 tested, 1.2% active. AID 588855, 2011. HepG2 CAGA-GFP TGF-b/SMAD3 reporter, GFP fluorescence, 18 h; TGF-beta stimulated, 500 pg/mL final. Potency, µM (series often up to 46.1 µM), for inactives: at the highest dose activity, negative = inhibition, actives largely listed as inhibitors; note: potency is the fitted concentration of half-maximal effect; % is set by controls: 0 for no effect and ±100 for the full control effect; nearly all actives have a fitted effect of over 65% in size
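Inhibition of TGF-beta-driven CAGA-GFP reporter expression in HEPG2 cells is measured by cellular GFP fluorescence after 18 h stimulation with 500 pg/mL recombinant TGF-beta in 1% FBS medium at 37 degrees C.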
pAkt inh – HTS Assay for Inhibitors of Akt Phophorylation: Primary Screen; Neuro2A IGF-stimulated pAkt S473 HTRF, 20 min; stronger effect = lower value; activity change, % for hits at 50 µM; 360,000 tested, 0.32% active; AID 651550, 2012; in the data active = activity change below about -80%; inconclusive = mostly about -51% to -80%; note: % is set by controls: 0 for no effect and ±100 for the full control effect
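Neuro2A cells in DMEM with 0.5% FBS, overnight at 37 deg C, given compound at single 50 µM final, then IGF (6 nM final) for 20 min at 37 deg C. Lysed; phospho-Akt Ser473 by HTRF after 24 h, 665/615 ratio.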
A549 viability – Nrf2 qHTS screen for inhibitors: counterscreen for cytotoxicity. A549 ARE-Fluc cells, CellTiter-Fluor viability, 18-24 h. Potency, µM (titrated, usually from 46 µM), inactives show at the highest dose activity change, negative = cytotoxicity, hits mostly inhibitors. 390,000 tested, 0.16% active. AID 504648, 2011; note: potency is the fitted concentration of half-maximal effect; % is set by controls: 0 for no effect and ±100 for the full control effect
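A549 ARE_Fluc cells in 5% FBS OPTI-MEM were exposed to compounds in concentration-response for 18-24 h at 37 deg C. Viability was read by CellTiter-Fluor fluorescence (Ex 405/Em 525) after 30 min, before the luciferase read.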
EPAC2 ag – qHTS for Agonist of cAMP-regulated guanine nucleotide exchange factor 4 (EPAC2): primary screen; Potency, µM (titrated, usually from 154 µM), for inactives: top-dose activation, actives largely listed as activators; Rap guanine nucleotide exchange factor 4 (Homo sapiens), Q8WZA2; EPAC2 activation, biochemical qHTS; response scale: 100% = 6.5 mM cAMP response; 360,000 tested, 0.079% active; AID 720711, 2013; note: potency is the fitted concentration of half-maximal effect; nearly all actives have a fitted effect of over 50% in size
Target sequence (Q8WZA2 whole entry, looked up): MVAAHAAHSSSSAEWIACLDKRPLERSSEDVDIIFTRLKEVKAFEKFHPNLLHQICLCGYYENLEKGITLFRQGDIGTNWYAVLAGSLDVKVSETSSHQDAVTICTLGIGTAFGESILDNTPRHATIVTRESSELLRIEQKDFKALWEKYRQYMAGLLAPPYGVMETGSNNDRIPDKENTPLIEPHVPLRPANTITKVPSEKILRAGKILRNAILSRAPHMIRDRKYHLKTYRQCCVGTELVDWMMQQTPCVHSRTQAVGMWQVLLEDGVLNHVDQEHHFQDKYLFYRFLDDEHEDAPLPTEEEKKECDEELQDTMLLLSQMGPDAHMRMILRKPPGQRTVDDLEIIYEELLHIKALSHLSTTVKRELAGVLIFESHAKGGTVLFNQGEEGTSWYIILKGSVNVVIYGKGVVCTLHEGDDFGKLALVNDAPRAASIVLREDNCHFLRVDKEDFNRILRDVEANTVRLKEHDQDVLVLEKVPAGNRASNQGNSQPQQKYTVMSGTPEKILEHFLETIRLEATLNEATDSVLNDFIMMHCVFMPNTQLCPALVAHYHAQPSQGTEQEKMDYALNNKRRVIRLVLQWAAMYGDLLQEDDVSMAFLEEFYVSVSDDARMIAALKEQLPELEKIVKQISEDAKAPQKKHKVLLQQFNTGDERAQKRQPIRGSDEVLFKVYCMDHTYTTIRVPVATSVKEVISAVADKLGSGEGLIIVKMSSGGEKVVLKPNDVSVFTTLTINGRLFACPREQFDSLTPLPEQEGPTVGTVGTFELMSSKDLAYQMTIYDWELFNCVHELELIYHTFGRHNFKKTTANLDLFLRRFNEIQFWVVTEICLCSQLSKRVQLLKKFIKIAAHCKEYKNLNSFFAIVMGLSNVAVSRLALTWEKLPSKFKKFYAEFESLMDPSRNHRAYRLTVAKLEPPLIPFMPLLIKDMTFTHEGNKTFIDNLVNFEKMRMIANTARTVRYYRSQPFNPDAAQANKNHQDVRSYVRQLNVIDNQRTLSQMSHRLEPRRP
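Compounds were added across a concentration range to EPAC2 (100 nM), RAP1B-BODIPY-GDP (250 nM) and GDP (50 uM). After 5 min at room temperature, fluorescence was recorded at 5-min intervals for 30 min.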
EPAC2 antag – qHTS for Antagonist of cAMP-regulated guanine nucleotide exchange factor 2 (EPAC2): primary screen | EPAC2 GEF exchange of Rap1B-BODIPY-GDP, fluorescence | Potency, µM (highest dose often 114 µM), without a hit: top-dose activity, negative = inhibition, most hits filed as inhibitors | 360,000 tested, 0.18% active | AID 720708, 2013; note: potency is the fitted concentration of half-maximal effect; % is set by controls: 0 for no effect and ±100 for the full control effect; nearly all actives have a fitted effect of over 45% in size; many of its hits are not listed in these tables
Nrf2 inh – Nrf2 qHTS screen for inhibitors. A549 ARE-Fluc reporter, luciferase luminescence, 18-24 h. Potency, µM (highest dose often 46 µM), for inactives: top-dose activity change, negative = inhibition, usual class: inhibitors. 360,000 tested, 2.1% active. AID 504444, 2011; note: potency is the fitted concentration of half-maximal effect; % is set by controls: 0 for no effect and ±100 for the full control effect; nearly all actives have a fitted effect of over 60% in size
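Concentration-response testing used A549 ARE_Fluc cells at 5000 cells/well. Following an 18-24 h compound incubation, viability was read by fluorescence (Ex 405/Em 525) and luciferase output by luminescence.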
MmCpn inh – Inhibitors of TCP-1 ring complex (TRiC) of Methanococcus maripaludis (MmCpn): qHTS; Chaperonin Mm-Cpn (Methanococcus maripaludis); purified Mm-Cpn ATPase, ADP Transcreener TR-FRET; Potency, µM (top dose mostly 76.9 µM), inactives show top-dose activity, negative = inhibition, hits mostly inhibitors; 330,000 tested, 0.031% active; AID 504842, 2011; note: potency is the fitted concentration of half-maximal effect; % is set by controls: 0 for no effect and ±100 for the full control effect; nearly all actives have a fitted effect of over 80% in size
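Quantitative HTS used 25 nM Mm-CPN and 10 uM ATP in magnesium/KCl Tris buffer, pH 7.4, with 1 mM DTT. Hydrolysis ran 30 min at 37°C; ADP was read by HTRF.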
* hit, by the source's call; i = inactive; ? = inconclusive; . = not tested or not shown; [ ] = another dose, or the depositor's remark. Unless noted, calls come from the whole dose curve; as a rule, active = well fitted curve in the direction sought with a large enough effect; inconclusive = small, poorly fitted or top-dose-only effect, or another doubt; inactive = no such curve, though single readings can be large; an effect the other way counts as inactive or inconclusive. The list is partial; the hit share may differ from the screen's.

[1] Cc1ccc(C)c(CSc2cn(CC(=O)N3CCCCCC3)c3ccccc23)c1
[2] O=C(O)CCC(=O)N1CCc2cc(S(=O)(=O)N3CCN(c4ccc(F)cc4)CC3)ccc21
[3] CCC(C)(C(=O)NC1CCCCC1)N(C(=O)CNC(=O)c1ccccc1)c1c(C)n(C)n(-c2ccccc2)c1=O (configuration not stated)
[4] C/C=C(\C)c1nnc(NC(=O)C(C)C)s1
[5] COc1ccc(C)cc1NC(=O)CSc1nnc(-c2ccco2)n1N
[6] CCOC(=O)c1c(S(=O)(=O)NCC(=O)N2CCN(c3cccc(OC)c3)CC2)c(C)n(C)c1C
entry no.,1,2,3,4,5,6
Nrf2 ARE act,0.5%,-0.3%,0.3%,0.8%,0.6%,-1.4%
CCT chaperon mod,.,1.4,0.1,1.2,-2.9,-0.2
TGFb inhibitor,0%,2%,0%,2%,1%,13%
pAkt inh,.,i,i,i,i,i
A549 viability,6%,1%,6%,-5%,3%,0%
EPAC2 ag,.,4%,-4%,-4%,1%,3%
EPAC2 antag,.,45%[activator],15%,11%,-8%,-2%
Nrf2 inh,6%,10%,8%,11%,1%,16%
MmCpn inh,.,3%,0%,1%,-2%,-1%

Continued (four carried over from the part before).
[3] CCC(C)(C(=O)NC1CCCCC1)N(C(=O)CNC(=O)c1ccccc1)c1c(C)n(C)n(-c2ccccc2)c1=O (configuration not stated)
[4] C/C=C(\C)c1nnc(NC(=O)C(C)C)s1
[5] COc1ccc(C)cc1NC(=O)CSc1nnc(-c2ccco2)n1N
[6] CCOC(=O)c1c(S(=O)(=O)NCC(=O)N2CCN(c3cccc(OC)c3)CC2)c(C)n(C)c1C
[7] COC(=O)C(C)Sc1nc2ccsc2c(=O)n1Cc1ccccc1 (configuration not stated)
[8] CCCCC(=O)N(c1ccc2oc(C)c(C(C)=O)c2c1)S(=O)(=O)c1ccc(F)cc1C
[9] CCOc1cc(/C=N\Nc2nc(-c3ccc(C)cc3)c(NC(C)=O)s2)ccc1O
[10] CCOn1c(SCC)nc2ccccc2c1=O
[11] CN(CCO)c1ccc([N+](=O)[O-])cc1C(=O)O
[12] COc1ccc(NS(=O)(=O)c2cc(C)ccc2NC(=O)c2cc(C)oc2C)cc1
entry no.,3,4,5,6,7,8,9,10,11,12
Nrf2 ARE act,0.3%,0.8%,0.6%,-1.4%,-0.6%,-0.6%,0.4%,0.8%,-0.5%,4.1%
CCT chaperon mod,0.1,1.2,-2.9,-0.2,-0.1,.,-0.4,-0.6,1.0,-2.8
TGFb inhibitor,0%,2%,1%,13%,-9%,-24%,1%,5%,23%,?
pAkt inh,i,i,i,i,i,.,i,i,i,i
A549 viability,6%,-5%,3%,0%,0%,1%,0%,4%,-25%,-23%
EPAC2 ag,-4%,-4%,1%,3%,24%,.,5%,8%,1%,-1%
EPAC2 antag,15%,11%,-8%,-2%,?,.,1%,0%,1%,-9%
Nrf2 inh,8%,11%,1%,16%,-19%,7%,-8%,-8%,-7%,-8%
MmCpn inh,0%,1%,-2%,-1%,1%,.,-2%,-3%,-1%,-15%

[13] O=C(CCOc1ccccc1)Nc1cccc([N+](=O)[O-])c1
[14] CCN(CC)S(=O)(=O)c1cccc(C(=O)N/N=C/c2cc(OC)c(O)c(OC)c2)c1
[15] O=C(c1ccc2ccccc2n1)N1CCN(c2ccccn2)CC1
[16] COc1ccc(OCC(=O)NCCCNC(=O)COc2ccc(OC)cc2)cc1
[17] CC(=O)Nc1cccc(NS(=O)(=O)c2c(C)noc2C)c1
[18] C#CCOC(=O)c1ccccc1C(=O)OCC#C
entry no.,13,14,15,16,17,18
Nrf2 ARE act,10%,0.0%,-0.8%,-0.6%,-0.9%,-0.1%
CCT chaperon mod,-1.2,-2.0,-1.4,-4.6,-2.3,-1.8
TGFb inhibitor,1%,3%,12%,12%,-5%,-14%
pAkt inh,i,i,i,i,i,i
A549 viability,-7%,16%,2%,-2%,3%,-1%
EPAC2 ag,3%,8%,0%,5%,-3%,-2%
EPAC2 antag,2%,1%,-1%,2%,-2%,5%
Nrf2 inh,5%,6%,22%,9%,-14%,27%
MmCpn inh,1%,-2%,2%,2%,1%,-1%

[19] CCN(Cc1ccc(N(C)C)cc1)C(C)C(=O)Nc1ccc(S(=O)(=O)N2CCCC2)cc1 (configuration not stated)
[20] O=C(COc1ccc2c3c(c(=O)oc2c1)CCC3)c1ccc2c(c1)OCO2
[21] CCc1ccc(-c2nc(CS(=O)CC(=O)NCc3ccc4c(c3)OCO4)c(C)o2)cc1 (configuration not stated)
[22] Cc1ccc(S(=O)(=O)N(CC(=O)NCc2ccncc2)Cc2ccccc2F)cc1
[23] CC(=O)c1c(C)[nH]c(C(=O)COC(=O)c2cccs2)c1C
[24] COc1cc(C2c3c(-c4cc(Cl)c(C)cc4O)n[nH]c3C(=O)N2Cc2cccnc2)ccc1O (configuration not stated)
entry no.,19,20,21,22,23,24
Nrf2 ARE act,-0.4%,-0.9%,-0.2%,-0.7%,3.3%,2.9%
CCT chaperon mod,1.5,-1.9,-0.1,-1.7,-0.4,0.9
TGFb inhibitor,3%,2%,-13%,7%,-15%,-28%
pAkt inh,i,i,i,i,i,i
A549 viability,-3%,-2%,-9%,12%,12%,-6%
EPAC2 ag,1%,4%,1%,13%,11%,0%
EPAC2 antag,-6%,2%,-2%,0%,-4%,-4%
Nrf2 inh,9%,13%,5%,?,-11%,11%
MmCpn inh,-1%,-3%,0%,4%,-2%,-4%

[25] CC1CCc2sc(C(=O)NNS(=O)(=O)c3ccc(F)c(F)c3F)cc2C1 (configuration not stated)
[26] O=S(=O)(NCc1ccccc1)c1ccc(S(=O)(=O)N2CCCCC2)cc1
[27] CCOC(=O)C1CCN(C(=O)c2ccccc2N(C)S(C)(=O)=O)CC1
[28] COc1ccc(N2CCN(c3ccc([N+](=O)[O-])cc3Cl)CC2)cc1
[29] C=C1C[C@@]23CCC4[C@@](C)(CCC[C@@]4(C)C(=O)O)C2CC[C@]1(O)C3 (some centres not stated)
[30] CCN(CC(=O)Nc1ccc(NC(C)=O)cc1)C(=O)c1cc2c(s1)CCCCC2
entry no.,25,26,27,28,29,30
Nrf2 ARE act,0.5%,0.3%,0.1%,-0.4%,-1.1%,-1.1%
CCT chaperon mod,1.7,-1.9,-5.2,0.4,-0.6,-9.5
TGFb inhibitor,0%,1%,-1%,?,?,-18%
pAkt inh,i,.,i,i,i,i
A549 viability,1%,-2%,5%,3%,-5%,-6%
EPAC2 ag,0%,1%,14%,1%,2%,4%
EPAC2 antag,-2%,7%,-3%,5%,-21%,-12%
Nrf2 inh,-14%,.,-8%,1%,-14%,-29%
MmCpn inh,2%,0%,0%,1%,3%,1%

[31] CC(=O)N1CCc2cc(NC(=O)C3(C)CCN3Cc3ccc(C(C)C)cc3)ccc21 (configuration not stated)
[32] O=C(CSc1ncn(-c2ccccc2)n1)Nc1nncs1
[33] c1ccc(Nc2nc3ccccc3n3nnnc23)cc1
[34] COC(=O)c1ccc(/C=C2\SC(=S)N(CCCC(=O)N3CCOCC3)C2=O)cc1
[35] N#CCSc1ccc2nc(-c3ccccc3)cn2n1
[36] CCOc1cc(Br)c(CN2C(=O)NC3(CCCCCC3)C2=O)cc1OCC
entry no.,31,32,33,34,35,36
Nrf2 ARE act,-0.7%,-1.2%,26%,4.4%,?,2.6%
CCT chaperon mod,0.9,1.3,0.3,1.7,-6.5,1.5
TGFb inhibitor,?,-3%,0%,2%,0%,-22%
pAkt inh,i,i,i,i,i,i
A549 viability,.,13%,2%,0%,2%,?
EPAC2 ag,-3%,14%,6%,-1%,-1%,-2%
EPAC2 antag,-27%,10%[57.1 µM],5%,13%,16%,-24%
Nrf2 inh,.,4%,-9%,22%,?,21µM*
MmCpn inh,.,3%,0%,.,-6%,1%

Quoted from the listing:
CCc1ccc(-c2nc(CS(=O)CC(=O)NCc3ccc4c(c3)OCO4)c(C)o2)cc1 (configuration not stated) – MmCpn inh: 0%
O=C(c1ccc2ccccc2n1)N1CCN(c2ccccn2)CC1 – CCT chaperon mod: -1.4

New compounds follow.
[37] Cc1ccc(N2CCN(C(=O)c3c4c(nc5ccccc35)C(=O)N(C3CCCCC3)C4)CC2)c(C)c1
[38] CC(C)CC(=O)NC(=S)N(Cc1ccccc1)Cc1ccccc1
[39] COC(=O)c1ccc(Cl)c(NC(=O)NC2CCCCC2)c1
[40] CCN(CC)CCNC(=O)c1ccc(NC(=O)COc2ccccc2F)cc1
[41] O=C(Nc1ccc(-c2noc(CCc3ccccc3)n2)cc1)c1ccco1
[42] S=C(Nc1nc2c(s1)CCCC2)NC1CC1
[43] OCC[C@H]1C[C@@H](O)[C@H](O)[C@@]2(OCCc3ccccc32)O1
[44] CCc1cccc(C)c1NC(=S)N(CCCN1CCOCC1)Cc1cccnc1
entry no.,37,38,39,40,41,42,43,44
Nrf2 ARE act,-1.5%,6.1%,-0.5%,-0.4%,2.7%,7.3%,0.4%,-0.4%
CCT chaperon mod,.,-2.4,-10,2.1,-56*,-4.7,-2.0,-1.3
TGFb inhibitor,49%[activator],-29%,?,0%,?,-16%,17%,0%
pAkt inh,.,i,i,i,i,i,i,i
A549 viability,2%,-3%,-6%,7%,-1%,0%,2%,-5%
EPAC2 ag,.,16%,5%,13%,9%,-5%,8%,-3%
EPAC2 antag,.,-1%,-4%,-25%[57.1 µM],-16%,-3%,9%,5%
Nrf2 inh,4%,-11%,-21%,6%,?,?,-7%,-5%
MmCpn inh,.,1%,-2%,1%,-3%,-3%,2%,-3%

Screens from PubChem BioAssay.
